Screening results from PubChem.
TDP43 rescue: rescues yeast growth from TDP-43 toxicity | 410,000 tested, 1.8% active | Potency, µM (top dose mostly 46.1 µM), for the others: at the highest dose growth rescue (activation), hits mostly activators | TDP-43 expressing yeast growth rescue, BacTiter-Glo, 24 h; note: potency is the fitted concentration of half-maximal effect; % of control where 0% means no effect; nearly all actives have a fitted effect of over 50% in size
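Cell-based yeast growth screen: TDP-43 expression induced in galactose, inoculum OD600=0.02 after raffinose pregrowth to mid-log. Read-out BacTiter-Glo luminescence at 24 hr, 30 deg C; inhibition of toxicity seen as signal increase.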
D3 antag: D3 dopamine receptor (human) antagonism. D3R cells, DiscoveRx beta-arrestin luminescence, antagonist mode; stronger effect = lower value. max response, negative = inhibition, %. AID 652054. 360,000 tested, 2.5% active; in the data active = max response below about -50%; inconclusive = no clear call, values can overlap the other calls; note: % is set by controls: 0 for no effect and ±100 for the full control effect; mostly tested at two doses, the higher about 12 µM
Target sequence (P35462 whole entry, looked up): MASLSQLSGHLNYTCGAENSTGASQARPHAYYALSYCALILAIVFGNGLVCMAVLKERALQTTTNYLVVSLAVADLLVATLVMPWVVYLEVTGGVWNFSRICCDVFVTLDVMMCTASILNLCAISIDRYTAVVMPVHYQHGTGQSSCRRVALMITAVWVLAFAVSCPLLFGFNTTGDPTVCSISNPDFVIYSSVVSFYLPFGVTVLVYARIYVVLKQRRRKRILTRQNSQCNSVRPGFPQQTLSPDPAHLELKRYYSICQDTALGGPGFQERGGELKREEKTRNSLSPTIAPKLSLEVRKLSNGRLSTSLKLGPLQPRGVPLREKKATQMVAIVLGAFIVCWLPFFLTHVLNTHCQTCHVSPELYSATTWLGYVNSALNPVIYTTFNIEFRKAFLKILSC
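Cells expressing the human receptor were seeded at 1500 cells/well, incubated overnight at 37 degrees C in 5% CO2, then exposed to library compounds with dopamine controls for 90 minutes at 37 degrees C before luminescent detection.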
PTHR1 agonist: PTHR1 (human) receptor agonism. 410,000 tested, 0.075% active. HEK293 GP2 PTHR1 cells, GloSensor cAMP luminescence, 1 h. Q03431. Potency, µM (doses to about 115 µM), for inactives: at the top dose activation, usual class: activators. AID 743266; note: potency is the fitted concentration of half-maximal effect; nearly all actives have a fitted effect of over 55% in size; some results filed as inactive show a strong effect at the top dose; inactives centre near -15; many of its hits are not listed in these tables
Target sequence (Q03431 whole entry, looked up): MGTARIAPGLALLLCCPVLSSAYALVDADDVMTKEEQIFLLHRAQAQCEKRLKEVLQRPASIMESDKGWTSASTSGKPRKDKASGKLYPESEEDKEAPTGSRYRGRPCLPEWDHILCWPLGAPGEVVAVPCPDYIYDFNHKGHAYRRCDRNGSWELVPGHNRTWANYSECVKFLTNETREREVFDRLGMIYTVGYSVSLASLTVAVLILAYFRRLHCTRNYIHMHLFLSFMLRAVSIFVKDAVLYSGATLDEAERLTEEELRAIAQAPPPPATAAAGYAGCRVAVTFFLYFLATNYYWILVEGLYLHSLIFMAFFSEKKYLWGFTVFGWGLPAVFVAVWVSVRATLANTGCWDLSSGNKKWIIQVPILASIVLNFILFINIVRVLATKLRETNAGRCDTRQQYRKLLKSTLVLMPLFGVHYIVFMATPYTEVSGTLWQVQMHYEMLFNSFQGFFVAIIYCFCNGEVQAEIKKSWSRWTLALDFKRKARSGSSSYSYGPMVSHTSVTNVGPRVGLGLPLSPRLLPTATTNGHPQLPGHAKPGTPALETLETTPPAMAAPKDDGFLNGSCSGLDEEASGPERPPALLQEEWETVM
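HEK-293-derived GP2 cells expressing PTHR1 and a GloSensor cAMP reporter, 3,000/well, plated overnight, given luciferin plus IBMX (each 0.5 mM as added) for 1 h at 37 °C, then compound for 1 h at 37 °C. Luminescence was read after 15 min at room temperature.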
KB-V1 cytotox: kills drug-selected multidrug resistant KB-V1 cells. KB-V1 MDR cells viability, CellTiter-Glo, 72 h. Potency, µM (highest dose often 46.1 µM), for the others: at the highest dose activity change, negative = cytotoxicity, most hits filed as cytotoxic. 400,000 tested, 3.4% active. AID 1347076; note: potency is the fitted concentration of half-maximal effect; % is set by controls: 0 for no effect and ±100 for the full control effect; nearly all actives have a fitted effect of over 60% in size
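Cells of the MDR subline KB-V1 are plated, dosed with compound at multiple concentrations, and incubated 72 h at 37 degrees C; CellTiter-Glo is then added and luminescence read after 10 min.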
aSyn rescue: rescues yeast growth from alpha-synuclein toxicity; Yeast expressing alpha-synuclein, growth rescue, BacTiter-Glo, 24 h; Potency, µM (doses to about 46.1 µM), for the others: at the top dose growth rescue (activation), actives largely listed as activators; 370,000 tested, 0.14% active; note: potency is the fitted concentration of half-maximal effect; % of control where 0% means no effect; nearly all actives have a fitted effect of over 65% in size
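Screening used galactose-induced yeast with toxic alpha-synuclein levels, exposed to compound for 24 hr at 30 deg C. Cell growth, read with BacTiter-Glo luminescence, gave the measured signal.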
HEK293 tox: cytotoxic in the GLP-1 receptor inverse agonist counter-screen; HEK293 cAMP-luciferase reporter cells, luminescence, 24 h; Potency, µM (titrated, usually from 38.3 µM), for inactives: at the top dose activity change, negative = inhibition, usual class: inhibitors; 410,000 tested, 0.13% active; AID 624418;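 note: loss of luciferase light is scored as toxicity; potency is the fitted concentration of half-maximal effect; % is set by controls: 0 for no effect and ±100 for the full control effect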
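Here, cytotoxicity is scored as loss of luminescence. The MLSMR collection was tested on cells seeded in medium containing 10% Nu serum, with a 24 hr compound exposure preceded by 12 hours of culture.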
GLP1R inv ag: inverse agonists of human GLP-1 receptor; P43220; HEK293 GLP-1R CRE-luciferase, luminescence, 24 h; GLP-1R form is constitutively active; 410,000 tested, 1.6% active; Potency, µM (highest dose often 38.3 µM), for inactives: at the highest dose activity change, negative = inhibition, most hits filed as inhibitors; note: potency is the fitted concentration of half-maximal effect; % is set by controls: 0 for no effect and ±100 for the full control effect; nearly all actives have a fitted effect of over 55% in size
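Cells are plated, allowed 12 hours at 37 deg C, then treated with compounds for 24 hr before luciferase detection reagent is added and luminescence is read after 12 min at room temperature. The HEK293 line carries constitutively active GLP-1R with a cAMP-responsive reporter.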
D3 ag: activates the human D3 dopamine receptor | max activation, % | 410,000 tested, 0.58% active | D3R DiscoveRx beta-arrestin cells, luminescence, 90 min | P35462; in the data active = max activation above about 30%; note: 0% is about no effect; mostly tested at two doses, the higher about 12 µM
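Cells at 1500/well, incubated overnight, then treated with pinned compounds (dopamine as control) for 90 min at 37 degrees C. DiscoveRx reagent added for 30 - 60 minutes at room temperature; luminescence read.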
GLP1R ag: activates the human GLP-1 receptor. P43220. HEK293 GLP-1R CRE-luciferase, luminescence, 4-6 h; cells express a hypersensitive GLP-1R form. Potency, µM (series often up to 45.6 µM), inactives show at the highest dose activation, usual class: activators. 380,000 tested, 0.007% active. AID 624172; note: potency is the fitted concentration of half-maximal effect; % of control where 0% means no effect
Numbers without * were called inactive; i = inactive; ? = inconclusive; . = no result given; [ ] = dose if it differs, or a comment. Unless noted, calls come from the whole dose curve; as a rule, active = well fitted curve in the direction sought with a large enough effect; inconclusive = small, poorly fitted or top-dose-only effect, or another doubt; inactive = no such curve, though single readings can be large; an effect the other way counts as inactive or inconclusive.

SMILES	TDP43 rescue	D3 antag	PTHR1 agonist	KB-V1 cytotox	aSyn rescue	HEK293 tox	GLP1R inv ag	D3 ag	GLP1R ag
Cc1cc(NC(=O)c2ccc(C)s2)n(-c2nc3ccccc3[nH]2)n1	7.1%	12.1	i	6.3%	-1.9%	?	?	-8.1	8.9%
CCCCCCn1c(SCCCC)nc2c1c(=O)[nH]c(=O)n2C	5.3%	22.0	i	0.0%	-3.9%	-4.0%	0.0%	-9.8	0.7%
CCOc1cc(NC(=S)NCCCN2CCOCC2)c(OCC)cc1NC(=O)c1cccc(C)c1	-8.0%	226.4	i	4.8%	7.3%	-0.9%	-2.4%	1.1	0.4%
CCCOc1ccccc1N1C(=O)CC(N(O)c2ccccc2)C1=O (stereo unspecified)	-13.2%	-14.9	i	?	6.8%	-2.1%	-14.1%	-3.1	7.4%
COc1ccc(NC(=O)CSc2nc(C)cs2)cc1OC	13.1%	0.0	i	-2.9%	0.5%	-16.3%	5.8%	-1.3	0.1%
Cc1ccc(-c2nnc(N3CCN(C(=O)Cn4c(=O)n(C)c5ccccc54)CC3)c3ccccc23)cc1	-7.9%	21.9	-0.8%	-8.1%	-0.2%	-3.7%	0.0%	0.0	13.7%
O=C(CCc1ccncc1)NC1CCCc2c1cnn2-c1ccc(F)cc1F (stereo unspecified)	5.6%	17.1	-27.3%	7.5%	-5.7%	-7.0%	-19.6%	2.0	1.2%
CNc1oc(-c2ccc(Cl)cc2)nc1P(=O)(c1ccccc1)c1ccccc1	17.8µM*	-6.7	-15.2%	?	20.5%	-19.6%	?	11.8	1.7%
CCC(C)(C)C1CCC2(CC1)NC(=O)N(CC(=O)NCCCc1ccccc1)C2=O (stereo unspecified)	-24.8%	-6.8	-39.2%[inhibitor]	-9.4%	2.1%	-9.3%	?	-4.4	-5.5%
Cc1ccc(-c2noc(COc3ccc(Br)c(C)c3)n2)cc1	2.4%	.	20.8%	-17.9%	-9.3%	3.7%	-5.7%	2.8	-0.8%
CCn1nc(C)c(/C=N/NC(=O)Cc2ccc(Cl)cc2)c1C	-0.6%	6.7	-1.5%	14.2%	-0.7%	2.3%	62.9%[activator]	10.2	23.6%
COc1cc2c(c3oc(=O)cc(CC(=O)O)c13)CCC(C)(C)O2	22.0%	5.2	-27.0%	-13.3%	-16.1%	-12.1%	6.3%	-1.9	35.5%
O=C(CSc1nnc(NC(=O)c2ccco2)s1)Nc1ccccc1	-1.1%	-0.7	i	6.3%	5.9%	4.2%	16.5%	-0.4	-3.0%
CCCSc1nc2c(cnn2-c2ccc(C)cc2)c(=O)[nH]1	6.6%	5.3	3.9%	-2.1%	2.8%	5.4%	3.6%	2.0	4.3%
CCCNC(=O)N(C)C[C@H]1Oc2cc(Br)ccc2S(=O)(=O)N([C@@H](C)CO)C[C@@H]1C	20.8%	17.2	i	0.7%	1.1%	-0.5%	11.3%	1.1	-1.5%
Cc1[nH]n(-c2ccccc2)c(=O)c1/C=C1/C=c2ccccc2=N1	7.8%	-17.7	-1.5%	-10.4%	-3.6%	2.1%	11.3%	-5.4	5.8%
COc1ccc(NC(=O)CSc2nc(-c3ccc(OC)cc3)[nH]c2-c2ccc(F)cc2)cc1	9.8%	.	?	4.2%	.	2.7%	11.4%	3.9	.
COc1ccc(C(=O)Nc2nc(CC(=O)NCCc3ccccc3)cs2)cc1	13.7%	8.8	-21.3%	?	0.1%	-8.2%	?	3.9	-0.7%
COc1ccc(CNC(=O)c2ccc(N3CCCC3=O)cc2)cc1	-0.7%	12.0	-18.8%[57.5 µM]	3.0%	1.7%	-2.4%	0.0%	2.0	2.0%
COc1ccccc1NC(=O)NC1CC(=O)N(c2ccc3c(c2)OCCO3)C1 (stereo unspecified)	6.9%	-10.2	i	-12.8%	-2.3%	10.2%	-9.3%	-11.3	1.1%
O=C(NCc1cccc(C(F)(F)F)c1)C1C(=O)Nc2ccccc2C(=O)N1Cc1ccccc1 (stereo unspecified)	-1.4%	-4.5	-9.7%	?	1.6%	-0.4%	-20.7%	-4.8	.
CCCCNC(=O)C1CCCN(S(=O)(=O)c2c(C)noc2/C=C/c2cccs2)C1 (stereo unspecified)	14.8%	30.4	-28.4%	?	2.8%	-14.7%	?	10.1	-2.0%
CS(=O)(=O)c1cccc(C(=O)Nc2ccc3c(c2)OCCCO3)c1	-9.4%	1.5	3.3%	?	-8.5%	2.3%	8.5%	4.4	-2.3%
COc1ccc(OCC(=O)Nc2ccc(-c3nc4cc(Cl)ccc4o3)cc2)cc1	20.6%	.	-7.0%	8.5%	.	1.0%	7.5%	7.4	.
O=C(C1=C(O)C(=O)N(c2nccs2)C1c1ccccc1)c1cc2ccccc2o1 (stereo unspecified)	-14.7%[1.82 µM]	1.6	-45.0%[inhibitor]	0.7%	-0.4%	25.7%	?	-0.2	2.2%

Full records as entered above. Screens in order: TDP43 rescue | D3 antag | PTHR1 agonist | KB-V1 cytotox | aSyn rescue | HEK293 tox | GLP1R inv ag | D3 ag | GLP1R ag
`CCCCNC(=O)C1CCCN(S(=O)(=O)c2c(C)noc2/C=C/c2cccs2)C1` (stereo unspecified) is listed as 14.8% | 30.4 | -28.4% | ? | 2.8% | -14.7% | ? | 10.1 | -2.0%
`O=C(NCc1cccc(C(F)(F)F)c1)C1C(=O)Nc2ccccc2C(=O)N1Cc1ccccc1` (stereo unspecified) is listed as -1.4% | -4.5 | -9.7% | ? | 1.6% | -0.4% | -20.7% | -4.8 | .

Carrying on:
SMILES	TDP43 rescue	D3 antag	PTHR1 agonist	KB-V1 cytotox	aSyn rescue	HEK293 tox	GLP1R inv ag	D3 ag	GLP1R ag
CC(C)CNC(=O)CN(c1ccccc1)S(=O)(=O)c1ccccc1[N+](=O)[O-]	1.5%	-2.6	i	6.7%	0.2%	5.2%	-7.7%	0.6	9.6%
O=C(Nc1cccc(S(=O)(=O)N2CCOCC2)c1)C1=NN(c2ccccc2)C(=O)CC1	-6.2%	-10.6	i	1.1%	0.3%	4.6%	2.9%	1.5	0.4%
COc1cc(Cl)c(NC(=O)c2cc3ccccn3n2)c(OC)c1	?	.	-3.1%	0.0%	.	-0.6%	11.4%	-7.1	.
COc1ccc(OC)c(NC(=O)CN2CCCN(Cc3ccccc3Cl)S2(=O)=O)c1	0.5%	.	i	11.1%	.	-13.3%	-7.1%	-4.3	.
Cc1csc(=NC(=O)c2ccccc2)n1Cc1ccco1	26.0%	-4.7	i	-2.2%	-0.8%	5.9%	-9.4%	-22.2	5.7%
O=S(=O)(Nc1ccc(Cc2ccncc2)cc1)c1ccc(Br)cc1	-18.4%	28.3	-29.8%	-2.3%	-1.7%	3.2%	0.0%	-8.1	7.9%
CCn1cc(C(=O)N[C@H](C(=O)NCCN2CCOCC2)C(C)C)c(=O)c2cc3c(cc21)OCO3	-0.2%	7.8	i	?	-2.8%	8.3%	4.8%	7.0	-1.0%
CC(OC(=O)C1CCCC1)C(=O)Nc1ccc(C(N)=O)cc1 (stereo unspecified)	-32.0%[inhibitor]	0.0	-64.6%	0.0%	-1.7%	2.4%	15.9%	-10.8	7.1%
CN(NC(=O)CN1C(=O)c2ccccc2C1=O)C1=NS(=O)(=O)c2ccccc21	-6.2%[0.397 µM]	1.4	-2.3%	8.8%	-5.9%	-1.4%	5.6%	1.5	8.9%
COc1cc(OC)nc(S(C)(=O)=O)n1	16.5%	-1.1	-13.8%	17.2%	1.2%	-3.5%	119.0%[activator]	18.1	0.2%
Cn1c(CC(=O)NNC(=O)c2ccc(F)cc2F)nc2ccccc21	20.3%	0.7	i	-3.3%	-0.7%	3.7%	-2.1%	5.2	-3.2%
Cc1cccc(N2CCN(S(=O)(=O)c3c(C)noc3/C=C/N(C)C)CC2)c1C	?	2.5	-2.5%	-11.9%	9.4%	-15.0%	-9.4%	4.5	-6.4%
Nc1c(Cl)cc(C2=NCCn3c2c2ccc([N+](=O)[O-])cc2[n+]3[O-])cc1Cl	-4.1%	-9.7	-5.2%	?	-7.3%	?	11.1%	-4.6	14.2%
CC(Oc1ccc(Cl)cc1Cl)C(=O)/C=C/N(C)C (stereo unspecified)	?	21.1	-0.9%[57.5 µM]	?	-65.4%[inhibitor]	-18.4%	-3.2%	-4.8	-4.4%
COc1cc(OC)cc(C(=O)NC(c2ccccc2)c2ccccc2)c1	-1.3%	-4.9	i	3.7%	-1.5%	-0.3%	2.8%	-4.1	8.4%
COc1cc(C(=O)Nc2ccc3oc(-c4ccc(C)c(Br)c4)nc3c2)cc(OC)c1OC	10µM*	.	-31.6%[inhibitor]	-13.8%	.	10.4%	3.2%	4.7	.
N#Cc1c(-c2ccc(F)cc2)cc(-c2ccccc2)nc1SCC(=O)NCC(=O)O	13.4%	10.9	-31.0%[inhibitor]	16.0%	6.8%	0.2%	31.4%[activator]	-13.4	-1.6%
CCc1nnc(NC(=O)c2oc3cc(C)c(C)cc3c2C)s1	3.6%	22.0	i	0.0%	-17.1%	-20.4%	6.2%	1.8	-4.1%
Cc1ccc(CNC(=O)CCCCn2c(=O)[nH]c3ccsc3c2=O)cc1	-2.5%	11.8	-20.7%	-14.4%	-1.1%	5.0%	11.6%	0.6	-3.7%
CC(C)NC(=O)c1cccc2c1-c1ccccc1C2=O	13.0%	7.6	i	0.0%	-5.2%	2.9%	-3.3%	-0.3	-2.1%
C[N+]1(C2CCC3CCCC2C3O)CCCCC1 (stereo unspecified)	-4.7%[0.397 µM]	4.5	i	16.2%	5.1%	-0.1%	17.2%	15.7	-0.8%
CCCCCCC(C)OC(=O)c1ccccc1C(=O)O (stereo unspecified)	-22.1%	6.1	i	-1.5%	7.9%	-22.5%	-27.6%	1.0	17.8%
CC(C(=O)Nc1cccc(S(=O)(=O)N2CCOCC2)c1)N1CCN(c2ccc(F)cc2)CC1 (stereo unspecified)	-20.8%	0.1	-18.5%	16.1%	-0.8%	0.8%	?	5.2	16.1%

Not all compounds are listed; count on the stated rates, not on these rows.
